# Assay outcomes from PubChem.
# CaV13 FRET inh – Disruptors of the CACNA1D IQ motif to Ca2+-dependent inactivation inhibitor domain association, primary screening, Förster resonance energy transfer in intact living …. HEK cells, CFP/YFP FRET ICDI-IQ, plate reader, 10 min; percent FRET-ratio fall versus neutral wells. 340,000 compounds, 0.098% hits. inhibition, % at 12.3 µM;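 active = mean replicate inhibition of at least 30% and at least 1% of replicates passing that level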;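 also: 0% = median of the neutral control wells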
# Peg3 promoter – inhibitors of Peg3 promoter; HeLa PEG-Prom luciferase reporter, luminescence, overnight; inhibition, % at 20 µM; 360,000 compounds, 1.7% hits;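 active = inhibition of at least 50% at 20 µM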
# Shn3 3UTR inh – inhibitors of Schnurri-3 3'UTR reporter in osteoblasts | 360,000 compounds, 0.52% hits | Clone20 osteoblast Shn3 3'UTR firefly luciferase, 24 h | AID 588674 | inhibition, % at 12.5 µM;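 active = mean inhibition of at least 75% with every replicate also reaching 75%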;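 also: 0% = median of neutral control wells and 100% = pilot-screen positive control compound; some compounds past the cut are filed as inactive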
# NR2E3 ag-1 – activates human NR2E3 receptor | CHO-S Gal4-NCOR/VP16-NR2E3 two-hybrid, luciferase | inhibition of corepressor binding, % at 3.98 µM | AID 602229 | 360,000 compounds, 0.35% hits | Q9Y5X4;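 active = inhibition above the mean of all tested compounds plus 3 SD, cut at about 70% in these data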;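 also: 0% = DMSO with NR2E3 transfected cells and 100% = cells lacking NR2E3 construct; higher means lower luciferase signal from less NR2E3 corepressor binding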
# iPSC survival up – enhancers of human iPSC single-cell survival; survival enhancement, % at 20 µM; hiPSC single-cell survival, ATPlite luminescence; 100% = ROCK inhibitor wells, 0% = DMSO; 360,000 compounds, 0.044% hits; AID 602274; in the data active = survival enhancement above about 18%;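 also: cells exposed to compounds for 16 hours before the ATP read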
# Cardio protect – myocardial damage modulation in H9c2 cells. H9c2 cardiomyocytes, H2O2 injury protection, ATPLite, 2 h. protection from H2O2 cell death, % at 20 µM. 360,000 compounds, 0.63% hits. AID 588492;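 active = compounds giving at least 50% protection of heart cells from peroxide-induced death in the single-dose screen, raw or plate-pattern-corrected value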;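 also: 0% = DMSO wells with peroxide and 100% = DMSO wells without peroxide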
# NR2E3 ag-2 – agonists of human nuclear receptor NR2E3 | GST-NR2E3/biotin-RetCOR TR-FRET, 1536-well | AID 2300 | inhibition of corepressor binding, % at 4.78 µM | Q9Y5X4 | 320,000 compounds, 0.12% hits;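 active = percent inhibition above the cutoff of mean plus 3 SD of all tested compounds, set per screening campaign, cut at about 20% in these data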;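 also: 0% = DMSO wells and 100% = biotin wells as full block of FRET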
#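 System: GST-tagged NR2E3 plus biotinylated RetCOR corepressor; Amount: 1.35 nM GST-tagged NR2E3 final; Dosing: single nominal compound dose of 4.8 µM; Schedule: 5 h incubation at 4 °C; Technique: TR-FRET with europium anti-GST and streptavidin-D2, 340 nm excitation; Controls: biotin wells as high control, 0.6% DMSO wells as low control.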
# HIF-2a block – inhibitors of HIF-2a | 786-0 RCC cells HIF-2a reporter, luciferase luminescence, overnight | inhibition, % at 18.8 µM | 360,000 compounds, 0.72% hits;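 active = inhibition of the luminescence signal of 40% or more relative to plate controls, in a single-dose primary screen at 18.75 µM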
# PDI inh – inhibitors of human protein disulfide isomerase; P07237; PDI insulin aggregation turbidity, A650, 90 min; inhibition, % at 10 µM; 350,000 compounds, 0.052% hits; AID 588391;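 active = mean inhibition across replicates of 30% or more, whatever share of single replicates reach that level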;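 also: absorbance from insulin aggregation driven by PDI reduction with DTT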
# Target sequence (P07237 whole entry, looked up): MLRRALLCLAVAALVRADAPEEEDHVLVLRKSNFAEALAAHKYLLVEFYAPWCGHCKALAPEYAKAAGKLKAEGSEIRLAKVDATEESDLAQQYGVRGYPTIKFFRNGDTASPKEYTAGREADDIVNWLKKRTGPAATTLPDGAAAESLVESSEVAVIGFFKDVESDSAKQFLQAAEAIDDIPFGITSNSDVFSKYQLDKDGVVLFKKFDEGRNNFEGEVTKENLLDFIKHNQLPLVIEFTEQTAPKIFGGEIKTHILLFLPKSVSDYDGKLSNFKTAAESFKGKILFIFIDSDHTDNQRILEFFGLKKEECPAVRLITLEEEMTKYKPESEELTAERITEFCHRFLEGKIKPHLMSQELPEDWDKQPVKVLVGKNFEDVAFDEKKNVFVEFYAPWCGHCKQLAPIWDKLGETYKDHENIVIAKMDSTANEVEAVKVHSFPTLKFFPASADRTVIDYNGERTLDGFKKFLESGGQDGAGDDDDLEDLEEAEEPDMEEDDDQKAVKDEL
# HTR2A ag – activates the mouse 5-HT2A serotonin receptor | 360,000 compounds, 0.66% hits | activation, % at 7.6 µM | CHO-K1 mHTR2A beta-arrestin complementation, luminescence; percent of 30 µM serotonin response | P35363 | AID 624169;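 active = activation above a run cutoff, the mean activation of all tested compounds plus 3 SD, cut at about 14% in these data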;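 also: 0% = plate median of compound wells and 100% = 30 µM serotonin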
# Target sequence (P35363 whole entry, looked up): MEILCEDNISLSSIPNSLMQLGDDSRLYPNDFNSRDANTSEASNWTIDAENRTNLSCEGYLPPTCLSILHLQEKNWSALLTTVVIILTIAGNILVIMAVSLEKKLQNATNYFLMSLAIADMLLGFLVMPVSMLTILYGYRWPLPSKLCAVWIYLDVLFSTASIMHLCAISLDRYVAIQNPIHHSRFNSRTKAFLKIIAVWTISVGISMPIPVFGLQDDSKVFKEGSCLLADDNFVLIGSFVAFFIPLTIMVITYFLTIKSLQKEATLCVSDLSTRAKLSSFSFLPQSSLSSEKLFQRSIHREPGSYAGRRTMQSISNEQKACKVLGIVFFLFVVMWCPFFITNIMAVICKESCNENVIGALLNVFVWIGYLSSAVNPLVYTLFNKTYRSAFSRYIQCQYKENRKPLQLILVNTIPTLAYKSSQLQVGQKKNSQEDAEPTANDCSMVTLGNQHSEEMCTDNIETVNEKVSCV
# TRPM1 prom inh – inhibitors of MITF-driven TRPM1 promoter in melanoma cells; AID 488899; 330,000 compounds, 0.83% hits; SK-MEL-5 TRPM1 promoter luciferase, 24 h; inhibition, % at 12.5 µM;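 active = mean inhibition across replicates of 60% or more, whatever share of single replicates reaches that level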; also: values of inactives mirror those of a sister screen read the other way
# An asterisk follows results filed as active; · = no result given.
no.	SMILES	CaV13 FRET inh	Peg3 promoter	Shn3 3UTR inh	NR2E3 ag-1	iPSC survival up	Cardio protect	NR2E3 ag-2	HIF-2a block	PDI inh	HTR2A ag	TRPM1 prom inh
1	CCc1nnc(NC(=O)c2ccc(S(=O)(=O)N(C)Cc3ccccc3)cc2)o1	-6.0	39.6	38.0	20.1	-0.4	27.5	0.8	9.3	-4.0	3.8	2.6
2	CC(C)c1nnc(NC(=O)C2CCCN2C(=O)Nc2ccccc2F)s1 (stereo not given)	-15.1	3.9	-13.9	14.6	-0.7	0.0	-4.1	10.6	-5.4	2.8	0.5
3	Cc1ccc(C(=O)NC(N2CCCC2)C(Cl)(Cl)Cl)cc1 (stereo not given)	-6.2	-21.9	-8.5	-24.3	-2.0	-2.2	3.3	1.0	-8.4	-0.3	11.7
4	COC(=O)c1ccc(N=CC2=C(O)CC(c3ccccc3)CC2=O)cc1 (stereo not given)	-0.1	11.2	·	5.4	0.3	1.7	2.2	16.7	-4.1	2.1	·
5	S=C(NC1CCCCC1)N1CCN(Cc2ccccc2Cl)CC1	-6.8	2.2	25.2	3.2	1.2	-10.7	-2.6	-4.2	-5.5	16.9*	-7.2
6	CCN(CC(=O)Nc1ccccc1C(=O)NC1CC1)Cc1cccs1	-6.0	13.1	-1.6	2.8	-0.2	-5.4	·	7.9	1.6	10.2	1.2
7	O=C(COc1ccc(Br)cc1)NCC1COc2ccccc2O1 (stereo not given)	-7.1	6.0	-14.2	-6.1	1.4	-5.0	-2.5	0.1	-4.7	-2.3	12.4
8	COC(=O)c1cc(C(=O)NC(C)C2CC3CCC2C3)cc([N+](=O)[O-])c1 (stereo not given)	-2.3	18.8	10.6	-17.1	-0.4	-11.4	4.7	18.1	-8.5	0.0	-1.2
9	CC(OC(=O)CCC1CCCCC1)C(=O)Nc1ccc(S(N)(=O)=O)cc1 (stereo not given)	-2.8	-1.6	22.0	0.3	-0.5	-7.7	1.3	21.4	-7.4	-1.1	-5.7
10	COc1ccc(-c2c(-c3ccc4c(c3)OCO4)c3ccccc3n2C)cc1	-9.0	-1.8	-6.8	-7.7	-1.9	-29.3	·	2.8	-1.6	-7.2	17.0
11	CCOC(=O)C1CCN(C(=O)COc2ccc(N(C)S(=O)(=O)c3ccc(OCC)cc3)cc2)CC1	-15.3	-3.2	-1.2	4.2	-0.7	-0.8	-1.1	6.2	14.8	-0.5	10.1
12	COc1ccc(-c2csc(NC(=O)CSc3nnnn3C)n2)c(OC)c1	-6.2	-20.6	2.8	-26.1	0.7	0.2	-3.3	-34.0	7.0	-5.5	-15.9
13	CSCCC1NC(=O)N(CC(=O)N2CCc3ccccc3C2)C1=O (stereo not given)	-2.2	-13.2	-4.7	-15.2	-1.3	7.3	-2.7	10.0	0.1	3.9	-2.6
14	COc1ccc(CNC(=O)C(=O)NCC2OCCN2S(=O)(=O)c2ccccc2)cc1 (stereo not given)	·	1.1	11.8	-5.3	-0.2	-3.1	0.6	9.1	-5.6	5.4	11.7
15	CCc1nc2ccc(C(=O)N3CCN(c4cccc(C)c4C)CC3)cc2nc1CC	-13.1	37.7	-1.4	36.9	-0.5	3.8	3.4	1.6	-1.1	-0.3	9.9
16	COc1ccccc1C(=O)N/C(=C/c1ccc(Br)cc1)C(=O)N1CCCC1	-3.2	20.1	0.3	27.7	2.9	5.8	3.9	24.7	-0.9	-1.6	-5.2
17	COc1ccc(C(=O)NCCOc2ccccc2Cl)c(OC)c1OC	-2.4	-289.2	-56.0	-133.3	-0.7	3.5	-0.3	-233.0	-2.3	-15.7	-83.3
18	O=C(COC(=O)c1n[nH]c2ccccc12)NC(=O)NC12CC3CC(CC(C3)C1)C2	-8.5	12.6	5.4	-23.8	3.4	-2.8	10.9	8.0	-0.1	3.8	1.9
19	CS(=O)(=O)N1CCN(c2ccc(NC(=O)c3cccnc3Cl)cc2)CC1	-13.8	-5.8	8.4	-14.3	-3.0	10.0	-1.0	-14.3	-1.6	-4.5	-5.8
20	O=C(CSc1nc(N2CCOCC2)nc(N2CCOCC2)n1)Nc1ccc([N+](=O)[O-])cc1	·	-8.3	-15.0	5.7	0.7	-0.9	-1.1	12.9	-5.3	-1.9	3.6

# An excerpt taken from the entries so far:
no.	SMILES	CaV13 FRET inh	Peg3 promoter	Shn3 3UTR inh	NR2E3 ag-1	iPSC survival up	Cardio protect	NR2E3 ag-2	HIF-2a block	PDI inh	HTR2A ag	TRPM1 prom inh
19	CS(=O)(=O)N1CCN(c2ccc(NC(=O)c3cccnc3Cl)cc2)CC1	-13.8	-5.8	8.4	-14.3	-3.0	10.0	-1.0	-14.3	-1.6	-4.5	-5.8
20	O=C(CSc1nc(N2CCOCC2)nc(N2CCOCC2)n1)Nc1ccc([N+](=O)[O-])cc1	·	-8.3	-15.0	5.7	0.7	-0.9	-1.1	12.9	-5.3	-1.9	3.6

# Taken from above.
# entry 5 in NR2E3 ag-2 is entered as -2.6
# entry 14 in TRPM1 prom inh is entered as 11.7

# Back to the main list, repeating the three entries before the break.
no.	SMILES	CaV13 FRET inh	Peg3 promoter	Shn3 3UTR inh	NR2E3 ag-1	iPSC survival up	Cardio protect	NR2E3 ag-2	HIF-2a block	PDI inh	HTR2A ag	TRPM1 prom inh
18	O=C(COC(=O)c1n[nH]c2ccccc12)NC(=O)NC12CC3CC(CC(C3)C1)C2	-8.5	12.6	5.4	-23.8	3.4	-2.8	10.9	8.0	-0.1	3.8	1.9
19	CS(=O)(=O)N1CCN(c2ccc(NC(=O)c3cccnc3Cl)cc2)CC1	-13.8	-5.8	8.4	-14.3	-3.0	10.0	-1.0	-14.3	-1.6	-4.5	-5.8
20	O=C(CSc1nc(N2CCOCC2)nc(N2CCOCC2)n1)Nc1ccc([N+](=O)[O-])cc1	·	-8.3	-15.0	5.7	0.7	-0.9	-1.1	12.9	-5.3	-1.9	3.6
21	Cc1ccc(CCNC(=O)CCS(=O)(=O)Cc2ccc(C)cc2)cc1	-22.7	23.3	-9.7	-16.5	-0.1	1.5	0.3	21.8	-2.5	-4.6	0.1
22	O=C(Nc1cccc(F)c1)C1CCN(C(=O)NCc2ccccc2)CC1	-3.0	13.8	-10.1	-38.5	-0.5	-3.0	0.9	11.4	6.7	-3.1	1.5
23	CNC(=O)c1ccc(NC(=O)CC2SC(N3CCCC3)=NC2=O)cc1 (stereo not given)	-17.1	-0.5	-10.5	-6.6	-0.5	-1.7	2.5	1.1	1.4	5.6	3.5
24	c1nc(NC2CCCCCC2)c2[nH]cnc2n1	-4.9	-19.6	-30.3	0.5	5.7	-7.4	3.8	-34.0	-2.0	2.7	·
25	O=C1C2C3C=CC(C3)C2C(=O)N1c1ccc2c(c1)CCC2 (stereo not given)	-6.8	-20.4	-4.5	-37.5	1.5	2.9	0.1	-27.2	7.7	-2.7	-13.6
26	CN(CC(=O)Nc1ccc(Cl)c(Cl)c1)C(=O)C1CCC1	-7.1	5.0	6.7	5.3	-2.3	0.1	·	2.7	-0.2	-3.4	-4.4
27	CCOc1ccccc1C(=O)N/N=C/c1c[nH]c2ccccc12	-2.6	-7.0	5.3	-37.9	0.0	3.6	0.6	-32.2	-1.0	-2.5	11.8
28	Cc1noc(C)c1C(=O)OCC(=O)Nc1cccc(S(N)(=O)=O)c1	-4.0	13.3	-7.5	14.2	1.4	5.9	1.7	16.6	11.0	-0.5	-13.7
29	CCCCn1c(N)c(N(CC(C)C)C(=O)CSc2nn(-c3ccc(F)cc3)c(=S)s2)c(=O)[nH]c1=O	-8.0	35.6	18.8	-22.9	0.7	3.9	·	26.8	0.6	2.1	11.9
30	CCOC(=O)C(N)CSC1CC(=O)N(c2ccc(OCC)cc2)C1=O (stereo not given)	-0.4	-2.0	-5.0	-3.2	0.3	-5.4	1.9	8.4	-12.0	1.8	11.1
31	O=S(=O)(NC1=NCCCCC1)c1ccc2sc(NS(=O)(=O)c3ccc4ccccc4c3)nc2c1	-7.1	13.7	·	-15.1	-0.8	1.4	-0.1	3.2	0.7	2.2	-11.1
32	O=C(NN=C1CCCC1)NC1CCCCC1	-2.4	3.7	-21.0	-10.8	0.8	-1.4	-3.4	10.5	-13.1	0.7	-1.5
33	CCCCC(=O)NC(c1ccco1)c1c(O)ccc2ccccc12 (stereo not given)	-5.1	-21.0	1.9	-14.3	-0.8	4.7	1.3	17.7	-2.4	-0.5	13.8
34	O=C1CCc2cc(S(=O)(=O)NCc3ccccc3Cl)ccc2N1	-3.9	12.3	5.8	-21.4	1.2	-4.1	0.5	14.2	3.0	-6.4	-13.4
35	CCCC(O)(CCN1CCCCC1)c1ccc(OCC)cc1 (stereo not given)	-5.0	21.9	4.8	12.4	1.9	-12.4	2.7	8.4	6.3	0.6	·
36	Cc1ccnc(NC(=O)CNC(=O)c2ccc(Br)o2)c1	-5.5	-54.8	-32.2	-28.0	-0.1	4.6	1.3	-101.1	12.8	-0.1	-18.8
37	COc1ccccc1N(CCOc1ccccc1)S(=O)(=O)c1ccccc1	-11.6	18.4	30.4	-2.6	1.2	-4.7	·	15.2	0.4	-7.4	2.0
38	Nc1[nH]c(C(=O)c2ccccc2)c(-c2cccnc2)c1C(=O)NCCc1ccc(Cl)cc1Cl	-5.1	·	·	0.0	-0.2	·	·	-47.0	·	0.3	·
39	COc1ccc(N2CCN(CC(=O)N3CCC(C)CC3)CC2)cc1	·	10.9	6.6	-12.9	1.3	-3.1	-4.3	10.8	4.1	-3.0	3.9
40	CCOC(=O)C1CCCN(CC(O)COCc2ccccc2OC)C1 (stereo not given)	-3.0	-2.4	-4.4	-24.7	-0.5	-2.5	4.9	7.2	-9.0	0.8	2.6

# A second format for some results above.
# Under each structure – CaV13 FRET inh	Peg3 promoter	Shn3 3UTR inh	NR2E3 ag-1	iPSC survival up	Cardio protect	NR2E3 ag-2	HIF-2a block	PDI inh	HTR2A ag	TRPM1 prom inh
(28) Cc1noc(C)c1C(=O)OCC(=O)Nc1cccc(S(N)(=O)=O)c1
  -4.0	13.3	-7.5	14.2	1.4	5.9	1.7	16.6	11.0	-0.5	-13.7
(27) CCOc1ccccc1C(=O)N/N=C/c1c[nH]c2ccccc12
  -2.6	-7.0	5.3	-37.9	0.0	3.6	0.6	-32.2	-1.0	-2.5	11.8

# No enrichment for hits, and some 3.9% of all compounds hit somewhere here.
